High-throughput results: PubChem BioAssay, several laboratories
STK33 inh: inhibitors of purified STK33 kinase, primary screen, biochemical, ADP-Glo luminescence, homogeneous, cell-free; 320,000 tested, 0.073% active; inhibition, % at 10 µM; MBP phosphorylation; Serine/threonine-protein kinase 33 (Homo sapiens), Q9BYT3;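 active means inhibition at or above 25%, using the most active replicate where run in duplicate; inactive means inhibition below 25%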
Target sequence (Q9BYT3 whole entry, looked up): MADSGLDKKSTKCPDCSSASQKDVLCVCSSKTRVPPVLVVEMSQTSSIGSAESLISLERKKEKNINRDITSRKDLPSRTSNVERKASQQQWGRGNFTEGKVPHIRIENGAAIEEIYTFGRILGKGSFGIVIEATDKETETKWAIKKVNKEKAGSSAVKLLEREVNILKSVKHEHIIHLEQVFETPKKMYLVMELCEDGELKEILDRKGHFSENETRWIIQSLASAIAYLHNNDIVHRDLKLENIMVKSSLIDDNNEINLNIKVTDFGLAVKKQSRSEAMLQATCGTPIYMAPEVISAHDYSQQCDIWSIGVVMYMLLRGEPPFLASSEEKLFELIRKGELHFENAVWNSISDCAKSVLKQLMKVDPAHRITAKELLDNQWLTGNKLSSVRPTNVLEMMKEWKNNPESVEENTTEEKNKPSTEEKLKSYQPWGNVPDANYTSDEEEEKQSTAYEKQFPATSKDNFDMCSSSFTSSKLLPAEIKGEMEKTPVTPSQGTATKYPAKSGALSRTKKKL
KCNQ2 block: KCNQ2 potassium channel inhibitors, primary screen, cell-based, CHO-K1, FluxOR thallium flux, B-score (AID 2156); 310,000 tested, 1.1% active; 20 min; active compounds read low; Potassium voltage-gated channel subfamily KQT member 2 (Rattus norvegicus), O88943; B-score at 10 µM;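 active means fluorescence ratio B-score at most minus 3 library SDs, with starting brightness B-score within 2 library SDs, cut at about -5.5 in these data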
Kir21 inh: inhibitors of mouse Kir2.1 inward-rectifier potassium channel | 310,000 tested, 0.85% active | B-score at 10 µM | AID 1672, 2009 | HEK293-Kir2.1, FluxOR thallium flux fluorescence; active compounds read low | Inward rectifier potassium channel 2 (Mus musculus), P35561;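 active means fluorescence ratio B-score at or below minus 3 SD of library scores, with starting-brightness B-score within 2 SD, cut at about -4.2 in these data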;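 further: channel flux triggered by added potassium and thallium sulfate stimulus; B-score of peak minus minimum fluorescence over baseline after thallium stimulus; more negative B-score means stronger Kir2.1 block with less thallium influx; some compounds called inactive have numbers as strong as hits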
Target sequence (P35561 whole entry, looked up): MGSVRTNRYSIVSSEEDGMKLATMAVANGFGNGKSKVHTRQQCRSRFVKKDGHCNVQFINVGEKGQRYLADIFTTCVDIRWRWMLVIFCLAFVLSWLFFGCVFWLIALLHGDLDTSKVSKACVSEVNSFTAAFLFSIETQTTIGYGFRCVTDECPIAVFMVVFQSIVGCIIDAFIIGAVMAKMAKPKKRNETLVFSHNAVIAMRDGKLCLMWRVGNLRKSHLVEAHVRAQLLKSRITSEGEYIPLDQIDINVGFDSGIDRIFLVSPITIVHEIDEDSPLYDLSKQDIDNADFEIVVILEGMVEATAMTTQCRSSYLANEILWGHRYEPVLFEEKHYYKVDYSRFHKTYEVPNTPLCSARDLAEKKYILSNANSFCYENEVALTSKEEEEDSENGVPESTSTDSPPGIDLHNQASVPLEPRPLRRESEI
* = called active by the depositor; i = inactive; . = not tested or not shown.

item	STK33 inh	KCNQ2 block	Kir21 inh	molecule
1	1.2	i	-0.02	Cc1cccc(C(=O)OCC(=O)c2c(N)n(CC(C)C)c(=O)n(C)c2=O)c1O
2	-0.4	i	-0.97	O=C(COc1ccc(Cl)cc1)Nc1c(-c2cccs2)nc2ccccn12
3	0.1	i	1.3	CCCCC1=CC2=CC(=O)C(C)(OC(=O)CC)C(=O)C2=CN1CCOC (stereo not given)
4	0.3	i	0.93	CCc1ccc(S(=O)(=O)NCc2cccs2)cc1
5	-1.1	i	0.37	CCn1c(CCC(=O)Nc2nc3c(s2)CCCC3)nc2cc(S(=O)(=O)N(C)C)ccc21
6	1.0	i	-0.36	O=C(Nc1nc(SCc2ccc(F)cc2)ns1)c1ccco1
7	.	i	-1.1	COCCn1nnnc1C(c1ccc(C)cc1)N1CCN(Cc2ccc3c(c2)OCO3)CC1 (stereo not given)
8	-1.3	i	0.56	CCOC(=O)C(=O)Nc1nccs1
9	-2.4	i	1.1	CCCCC(=O)Nc1ccccc1N1CCN(c2ccc(F)cc2)CC1
10	-2.7	i	-2.8	O=C(c1cccc(S(=O)(=O)N2CCCCC2)c1)N(CCc1ccccc1)Cc1ccccc1
11	-1.5	i	-1	O=C(COC(=O)C1CC(O)CN1S(=O)(=O)c1ccc(Cl)cc1)c1ccccc1Cl (stereo not given)
12	-1.2	i	-0.29	O=C(Nc1ccc(S(=O)(=O)NCc2ccco2)cc1)c1ccc(F)cc1
13	1.4	i	1	CCCC1=C(C(=O)OCC)C(c2sccc2C)n2ncnc2N1 (stereo not given)
14	0.2	i	1	CC1CC(=O)NN=C1c1ccc(NCCO)c([N+](=O)[O-])c1 (stereo not given)
15	-2.7	i	-0.23	CC1(C)NC(=O)N(CC(=O)OCc2cc(=O)n3cc(Br)ccc3n2)C1=O
16	-0.3	i	0.09	CCN(CC)C(=O)CC(c1ccc(N(C)C)cc1)c1c(OC)cc(OC)c2c(-c3ccccc3)cc(=O)oc12 (stereo not given)
17	-0.6	-6.2*	-1.1	COc1ccc(C(=O)Nn2c(SCc3ccc([N+](=O)[O-])cc3)nc3ccccc3c2=O)cc1
18	0.1	i	-1.9	O=[N+]([O-])c1ccc(Nc2nc(N3CCOCC3)nc(N3CCOCC3)n2)cc1
19	0.1	i	-0.48	O=C(NCc1ccco1)c1ccc(CS(=O)(=O)c2cccc(C(F)(F)F)c2)o1
20	1.5	i	-0.09	O=[N+]([O-])c1ccn(-c2nc(-c3cccs3)cc(C(F)(F)F)n2)n1
21	-1.6	i	0.87	CCOC(=O)c1c(NC(=O)Nc2ccc(Cl)cc2)sc(C)c1C
22	-1.7	i	1.4	CCOc1ccccc1N(CC(=O)NC1CCCC1)C(=O)CCC(=O)Nc1cc(C)on1
23	-2.6	i	1.2	CCOC(=O)Cn1c(C)c(Br)c(=O)c2cccc(C)c21
24	1.1	i	-0.74	CC(NC(=O)c1ccc(Br)cc1)C(=O)NC1=NCCS1 (stereo not given)

Looked up above.
cpd 17 in KCNQ2 block has -6.2*
cpd 24 in STK33 inh has 1.1
cpd 19 in Kir21 inh has -0.48
cpd 22 in Kir21 inh has 1.4
cpd 20 in Kir21 inh has -0.09
cpd 23 in Kir21 inh has 1.2

Additional entries:
item	STK33 inh	KCNQ2 block	Kir21 inh	molecule
25	-0.8	i	-0.05	Cc1cccc(NC(=O)CCN2C(=O)C3C4C=CC(C4)C3C2=O)n1 (stereo not given)
26	.	i	0.04	CCCOC(=O)c1ccc(OCC(O)Cn2c(C)nc3ccccc32)cc1 (stereo not given)
27	-0.7	i	0.02	COc1ccccc1NC(=O)CSc1nnc(CC(=O)Nc2ccccc2C)n1C
28	-1.4	-5.6*	-0.06	CC1CN(c2nc3ccccc3nc2C(C#N)C(=O)NCc2ccc3c(c2)OCO3)CC(C)O1 (stereo not given)
29	-1.8	i	-0.55	O=C(NC12CC3CC(CC(C3)C1)C2)N1CCN(c2ccccn2)CC1
30	-0.7	i	-1.1	COC(=O)Nc1ccc(C)c(NC(=O)OC)c1
31	-1.0	i	0.16	CCOc1ccc(C(=O)NC(=S)Nc2ccc(N3CCCCC3)cc2)cc1[N+](=O)[O-]
32	0.2	i	1	N#CC(=C1CCCC1)c1nc(-c2ccccc2O)cs1
33	0.0	i	-0.9	CCOC(=O)CSc1nnc(CNC(=O)c2cccs2)n1CCc1ccccc1
34	-3.8	i	-0.04	Cc1[nH]c(=O)[nH]c(=O)c1S(=O)(=O)N1CCOCC1
35	-0.8	i	1.1	CCCCC(=O)N(c1ccc(OC)cc1)C1C=CS(=O)(=O)C1 (stereo not given)
36	-3.9	i	1.5	Cc1cc(Cl)cc(Br)c1OCCCCn1cncn1
37	-1.0	i	-0.56	NNC(=O)[C@H](Cc1ccccc1)NC(=O)Nc1ccc2c(c1)OCCO2
38	-0.2	i	-0.17	O=C(NCCc1ccncc1)Nc1cccc(Cl)c1
39	0.2	i	0.17	CC(=O)Nc1ccc(NC(=O)c2ccc(Cl)nc2)cc1
40	-3.5	i	-1.9	O=S(=O)(NCc1ccccc1)NCc1ccccc1F

The closing 3 entries of the section before are carried over, then new ones follow.
item	STK33 inh	KCNQ2 block	Kir21 inh	molecule
38	-0.2	i	-0.17	O=C(NCCc1ccncc1)Nc1cccc(Cl)c1
39	0.2	i	0.17	CC(=O)Nc1ccc(NC(=O)c2ccc(Cl)nc2)cc1
40	-3.5	i	-1.9	O=S(=O)(NCc1ccccc1)NCc1ccccc1F
41	.	i	0.01	Cc1cc(Cl)c2c(c1)[C@]1(C(=O)N2)[C@@H]2C(=O)N(Cc3ccccc3)C(=O)[C@@H]2[C@@H]2CCCN21
42	-1.4	i	-0.12	COc1ccc(CCNc2ccc(C(=O)O)cc2[N+](=O)[O-])cc1OC
43	-1.5	i	-0.9	C/C(=N\NC(=O)c1cccc(Br)c1)c1ccc(Br)cc1
44	-3.1	i	-0.03	Cn1ccnc1SCC(=O)c1ccc(F)cc1
45	-2.3	i	0.03	CC(C)(C)c1ccc(C(=O)N2CCN(CCNC(=O)C(=O)NCc3ccccc3)CC2)cc1
46	-1.6	i	0.09	COc1ccc([C@H]2[C@@H](C#N)[C@H](C#N)N3CCCN23)cc1
47	-1.9	i	1.2	COc1nccc(-c2ccc(F)cc2)c1C#N
48	-1.1	i	-1.1	Cc1nc2cc(Cl)c([N+](=O)[O-])cc2s1
49	-0.7	i	0.34	CC1=CCC2C(=O)N(c3ccc(C(=O)Nc4ccccc4Cl)cc3)C(=O)C2C1 (stereo not given)
50	0.9	i	-0.17	C=CCn1cc(C(=O)NCCOC)c(=O)c2cc(S(=O)(=O)N3CCCCCC3)ccc21
51	-0.9	i	-0.04	O=C(c1ccnc(Cl)c1)N1CCCC(N2CCN(c3ccccc3F)CC2)C1 (stereo not given)
52	1.9	i	1.3	C#CCOC(=O)C1C2C=CC(C2)C1C(=O)O (stereo not given)
53	-0.6	i	-2.2	O=C(Nc1ccc(Cl)cc1)c1cncs1
54	-3.3	i	1.1	CC(=O)Nc1cccc(C(=O)OCC(=O)Nc2c(C)nn(-c3ccccc3)c2C)c1
55	-0.8	i	-0.22	N/C(Cn1cncn1)=N\OC(=O)c1ccc(Cl)cc1Cl
56	-0.2	i	1.1	Cc1nn(-c2ccccc2)nc1CNC(=O)CC(C)(C)C
57	1.4	i	-0.12	Cc1ccc(C(=O)NCCCNCCCNC(=O)c2ccc(C)nc2)cn1
58	-0.6	i	-1.2	COc1ccc(OC)c(-c2[nH]nc3c2C(c2ccco2)C(C#N)=C(N)O3)c1 (stereo not given)
59	1.9	i	-0.17	COc1ccc(S(=O)(=O)Cc2ccc(C(=O)NC(C)C)o2)cc1
60	-1.3	i	-2.9	CCOC(=O)c1c(C)[nH]c(C)c1S(=O)(=O)N(C)Cc1ccco1
61	-1.2	i	0.06	O=C(NNC(=S)NCC1CCCO1)c1cccc(S(=O)(=O)N2CCOCC2)c1 (stereo not given)
62	-2.9	i	0.46	CCOC(=O)c1oc2ccccc2c1CN1CCN(C)CC1
63	-1.2	i	-1.8	O=C(CN1C(=O)/C(=C/c2ccccc2F)Sc2ccccc21)N1CCN(c2ccccn2)CC1
64	-1.2	-8.2*	-1.5	C=CCn1c(=O)c(C(=O)NC(C)c2ccccc2)c(O)c2ccccc21 (stereo not given)
65	-0.4	i	-0.23	CN(CC(=O)Nc1ccccc1Br)C(=O)c1ccc(-c2ccc(Cl)cc2)o1
66	.	i	0.53	COCCNC(=O)Cn1nc(-c2ccccc2F)ccc1=O
67	0.2	i	-1.4	Cc1cc(NC(=O)COc2ccccc2C)ccc1NC(=O)c1ccco1
68	-0.1	i	-1.1	COC(=O)c1c(C)[nH]c(C=Nc2ccc(OC)cc2)c1C
69	1.7	i	0.47	COc1ccc(NC(=O)c2cc3ccccc3[nH]2)cc1
70	-0.5	i	0.04	Oc1cccc2c3c(oc12)CCCC3
71	-1.0	i	-2.6	Cn1cnnc1SCC(=O)Nc1ccc(Cl)c(S(=O)(=O)N2CCOCC2)c1
72	-0.8	i	-0.24	Cc1[nH]c2ccccc2c1C(=O)C(=O)N1CC(C)OC(C)C1 (stereo not given)
73	1.5	i	-3.9	O=C1c2ccccc2NC(c2ccccc2)N1Cc1ccco1 (stereo not given)
74	-0.9	i	0.09	CC(=O)c1cccc(OCC(=O)c2cc(C)n(-c3cc(C)on3)c2C)c1
75	-0.9	i	-2	O=C(CSc1ccc2nnc(-c3ccccc3)n2n1)NCC1CCCO1 (stereo not given)
76	-1.8	i	-0.56	Oc1cccc(C(Nc2nccs2)c2ccc3cccnc3c2O)c1 (stereo not given)
77	-1.8	i	-1.3	Cc1nn2c(-n3ccnc3)c3c(nc2c1-c1ccccc1)CCC3
78	-1.8	i	0	CC(C)(C)N(Cc1ccccc1)C(=O)COc1cccnc1[N+](=O)[O-]
79	-1.4	i	1.3	COc1ccccc1-n1c(=O)c(C#N)c(-c2ccc([N+](=O)[O-])cc2)c2cc(C(=O)c3ccccc3O)cnc21
80	-1.3	i	-4.2*	c1csc(COc2ccccc2CNC2CCCCC2)c1
81	-0.6	i	-1	COc1ccc(NC(=S)N2CCC(NC(=O)c3ccccc3C)CC2)cc1
82	-3.2	i	-0.19	CCC(C)Sc1nc2c(c(=O)[nH]c(=O)n2C)n1Cc1ccccc1Cl (stereo not given)
83	0.0	i	1.1	Cn1c(=O)c2c(ncn2CCOc2ccc(Br)cc2)n(C)c1=O
84	5.1	i	0.54	CSc1ccc(C#N)cc1NC(=O)c1ccccc1C
85	-0.2	i	2	Cc1ccc(C)c(N2CCN(c3cnn(-c4nc5ccccc5s4)c(=O)c3Cl)CC2)c1
86	-1.2	i	-0.02	COc1ccc(NC(=O)CNS(=O)(=O)c2cccc3nonc23)c(OC)c1
87	3.8	i	-0.05	Cc1ccnc2nc(C(=O)Nc3ccc4c(c3)OCO4)nn12
88	6.3	i	0.52	Cc1cc(NC(=O)CCC(=O)N(c2ccccc2F)C(C(=O)NC2CCCC2)c2ccccc2)no1 (stereo not given)

Reprinted at random: 2 records from the list, in no set order.
item	STK33 inh	KCNQ2 block	Kir21 inh	molecule
32	0.2	i	1	N#CC(=C1CCCC1)c1nc(-c2ccccc2O)cs1
34	-3.8	i	-0.04	Cc1[nH]c(=O)[nH]c(=O)c1S(=O)(=O)N1CCOCC1

Next compounds follow.
item	STK33 inh	KCNQ2 block	Kir21 inh	molecule
89	-1.1	i	0.24	O=C(NC1CC1)c1ccc(NS(=O)(=O)c2ccc(F)cc2)cc1
90	0.0	i	-1.1	O=C(Nc1ccc(F)cc1Cl)C1CCN(C(=O)Nc2ccccc2)CC1
91	-0.1	i	-0.33	O=C(NCCN1CCOCC1)c1cc2cc([N+](=O)[O-])ccc2s1
92	-1.7	i	0.98	Cc1onc(-c2c(Cl)cccc2Cl)c1C(=O)N=C(N)N1CCOCC1
93	-1.5	i	0.97	COC(=O)C(NC(=O)C(C)NC(=O)OCc1ccccc1)C(C)C (stereo not given)
94	1.9	i	-4.7*	COc1cc(CNCc2ccccc2Cl)ccc1OCC(=O)NC1CCCCC1
95	-0.2	i	-4	Cc1nnc(SCC(=O)N(C)c2c(N)n(Cc3ccccc3)c(=O)[nH]c2=O)n1Cc1ccccc1
96	-0.7	i	0	NC(=O)C1=C[C@@H](c2ccc(Br)cc2)C[C@@H](OCCCCO)O1
97	-0.9	i	1.1	CN(C(=O)CSc1nc(N)cc(N)n1)C1CCS(=O)(=O)C1 (stereo not given)
98	0.4	i	0.39	COc1ccccc1CNC(=O)c1cn(C)c2ccc(S(=O)(=O)N3CCCCC3)cc2c1=O
99	0.2	i	-0.58	CC(NC(=O)c1cccs1)C1CCCO1 (stereo not given)
100	-0.5	i	-0.3	N#CCC(=O)N/N=C/c1cccc(Oc2ccccc2)c1
101	-2.5	i	-1.4	O=C(O)CCC(=O)N1CCN(c2ncccc2C(F)(F)F)CC1
102	-3.3	i	0.97	Nc1ccc(SC(F)(F)F)cc1C(=O)c1ccccc1
103	1.6	i	0.02	CCSc1ncnc2c1sc1nc3c(cc12)COC(C)(C)C3
104	0.2	i	-0.01	COc1ccccc1NC(=O)Nc1nnc(C(C)C)s1

Sorted by value in STK33 inh (descending): 3 of the compounds above.
item | canonical_smiles | STK33 inh | KCNQ2 block | Kir21 inh
103 | CCSc1ncnc2c1sc1nc3c(cc12)COC(C)(C)C3 | 1.6 | i | 0.02
100 | N#CCC(=O)N/N=C/c1cccc(Oc2ccccc2)c1 | -0.5 | i | -0.3
97 | CN(C(=O)CSc1nc(N)cc(N)n1)C1CCS(=O)(=O)C1 (stereo not given) | -0.9 | i | 1.1
